M5 antag: blocks acetylcholine activation of human M5 receptor | P08912 | CHO-hM5 cells, Fluo-8 calcium fluorescence, ACh EC80 | inhibition, % at 3 µM | 360,000 compounds, 0.59% hits;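 active means inhibition above a per-plate cutoff, the mean of that plate's test compounds plus 3 SD, cut at about 27% in these data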;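 further: 0% = acetylcholine EC80 with DMSO and 100% = DMSO without agonist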
Target sequence (P08912 whole entry, looked up): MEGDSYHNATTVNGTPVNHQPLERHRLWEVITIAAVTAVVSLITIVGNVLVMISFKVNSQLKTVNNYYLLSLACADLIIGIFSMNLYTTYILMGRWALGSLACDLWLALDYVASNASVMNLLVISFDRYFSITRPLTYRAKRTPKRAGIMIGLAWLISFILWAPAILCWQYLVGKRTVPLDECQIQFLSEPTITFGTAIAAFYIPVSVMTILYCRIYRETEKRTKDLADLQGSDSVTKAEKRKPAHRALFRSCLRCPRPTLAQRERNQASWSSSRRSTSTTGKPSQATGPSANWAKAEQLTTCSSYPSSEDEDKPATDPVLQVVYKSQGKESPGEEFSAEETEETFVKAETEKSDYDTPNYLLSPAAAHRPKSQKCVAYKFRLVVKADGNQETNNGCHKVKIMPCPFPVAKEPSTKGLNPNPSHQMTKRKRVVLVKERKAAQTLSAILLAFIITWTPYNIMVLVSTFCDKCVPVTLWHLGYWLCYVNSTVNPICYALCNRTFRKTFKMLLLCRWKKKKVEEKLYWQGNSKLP
CHRM1 agonist: human M1 muscarinic receptor agonism | P11229 | CHO-K1 hM1, Fluo-8 calcium fluorescence, agonist mode; 0% DMSO, 100% acetylcholine EC100 | activation, % at 3 µM | 360,000 compounds, 0.33% hits;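 active means activation above the run's mean compound activation plus 3 SD, cut at about 16% in these data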;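 further: peak over basal fluorescence ratio within a 140 s kinetic read after compound addition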
Target sequence (P11229 whole entry, looked up): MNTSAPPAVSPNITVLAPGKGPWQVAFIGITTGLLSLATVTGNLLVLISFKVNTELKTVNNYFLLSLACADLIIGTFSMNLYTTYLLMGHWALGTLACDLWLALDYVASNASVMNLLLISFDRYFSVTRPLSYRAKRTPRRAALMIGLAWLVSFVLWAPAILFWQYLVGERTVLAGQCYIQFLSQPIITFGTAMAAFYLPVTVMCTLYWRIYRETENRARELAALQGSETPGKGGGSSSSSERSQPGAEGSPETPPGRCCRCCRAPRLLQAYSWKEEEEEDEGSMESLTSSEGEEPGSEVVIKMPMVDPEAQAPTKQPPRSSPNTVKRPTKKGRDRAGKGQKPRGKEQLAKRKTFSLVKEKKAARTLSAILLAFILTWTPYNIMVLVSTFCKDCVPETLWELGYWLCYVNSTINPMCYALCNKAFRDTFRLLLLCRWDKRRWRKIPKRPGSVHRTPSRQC
TAAR1 ag: agonists of human TAAR1; CHO RD-HGA16 TAAR1, Fluo-8 calcium fluorescence; vehicle wells 0%, saturating PEA agonist 100%; activation, % at 3 µM; 360,000 compounds, 0.99% hits;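 active means activation above the mean activation of all test compounds in the run plus 3 SD, cut at about 38% in these data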
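System: CHO-derived RD-HGA16 cells with stable Gα16 and human TAAR1 / Times: 17-24 h plating, Fluo-8 75 min 37 °C, 30 min RT / Technique: calcium-sensitive Fluo-8 signal, excitation 470-495, emission 515-575 nm / Measure: % activation relative to PEA EC100 response / Benchmarks: DMSO and PEA EC100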
CHRM1 antagonist: antagonists of human M1 muscarinic receptor | inhibition, % at 3 µM | 360,000 compounds, 1.3% hits | CHO-K1 hM1, Fluo-8 calcium fluorescence, ACh EC80 antagonist;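 active means percent inhibition above its own plate's cutoff, namely the mean of that plate's compound wells plus 3 SD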;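 further: peak over basal fluorescence ratio during 140 s after agonist addition; 0% = ACh EC80 plus DMSO and 100% = DMSO alone without agonist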
M5 ag: CHRM5 agonism in calcium assay. AID 624037. 360,000 compounds, 0.19% hits. CHO-K1 hM5 cells, Fluo-8 calcium fluorescence; 0% DMSO wells, 100% maximal acetylcholine response. activation, % at 3 µM. P08912;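 active means activation above the run's mean over test compounds plus 3 SD, cut at about 23% in these data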;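 further: signal is peak over basal fluorescence ratio across the kinetic read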
CHRM4 agonist: CHRM4 agonism in calcium assay; P08173; CHO-K1 hM4/Gqi5, Fluo-8 calcium fluorescence; vehicle 0%, full acetylcholine response 100%; activation, % at 3 µM; 360,000 compounds, 0.14% hits;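 active means activation above the run mean over all test wells plus 3 SD, cut at about 32% in these data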;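 further: peak over basal fluorescence ratio per well then scaled between controls; 0% = DMSO wells and 100% = acetylcholine at EC100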
M4 antag: antagonists of human muscarinic M4 receptor (CHRM4). P08173. CHO-hM4 cells, ACh EC80, Fluo-8 calcium fluorescence. inhibition, % at 3 µM. 360,000 compounds, 0.73% hits;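 active means inhibition above its plate's cutoff, the mean inhibition of sample wells plus 3 SD, cut at about 27% in these data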;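 further: 0% = acetylcholine EC80 with DMSO and 100% = DMSO without agonist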
CHRM5 PAM: potentiates acetylcholine response at human M5 receptor; 360,000 compounds, 0.3% hits; activation, % at 3 µM; AID 624038; CHO-K1 hM5, Fluo-8 calcium, ACh EC20 PAM; 0% = ACh EC20, 100% = ACh EC100; P08912;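 active means activation above the run cutoff, the mean activation of all test compounds plus 3 SD, cut at about 18% in these data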
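System: CHO-K1 cell line with stable human muscarinic M5 receptor expression | Also added: EC20 acetylcholine as agonist stimulus | Compound: One concentration, 3 µM final (nominal) | Timing: Fluo-8 loading 80 min at 37 °C plus 30 min room temperature | Measured by: Fluo-8 calcium dye fluorescence, kinetic read | Read-out basis: % activation, ACh-normalized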
M1 PAM: positive allosteric modulators of human M1 muscarinic receptor | 360,000 compounds, 0.088% hits | activation, % at 3 µM | CHO-K1 hM1, Fluo-8 calcium fluorescence, ACh EC20; 0% = ACh EC20, 100% = maximal ACh | P11229 | AID 588819; in the data active means activation above about 19%, passing the limit was not always enough
An asterisk follows results filed as active; . = not tested or not shown.

Letters – A = M5 antag; B = CHRM1 agonist; C = TAAR1 ag; D = CHRM1 antagonist; E = M5 ag; F = CHRM4 agonist; G = M4 antag; H = CHRM5 PAM; I = M1 PAM
Molecule: COc1ccc(C(CNC(=O)c2ccc(S(=O)(=O)Nc3ccccc3C)cc2)N2CCOCC2)cc1 (stereo unspecified)
  A: 4	B: -3	C: 3	D: -11	E: 2	F: 2	G: -9	H: -3	I: 3
Molecule: CCOc1ccc(C(=O)N(CC)CC(=O)Nc2ccc3c(c2)OCCO3)cc1
  A: 7	B: -1	C: 1	D: -5	E: 3	F: 1	G: 6	H: -20	I: 3
Molecule: CC(C)(C)c1ccccc1NC(=O)COC(=O)CN1C(=O)NC2(CCCC2)C1=O
  A: 1	B: 0	C: 0	D: -11	E: 2	F: 1	G: 2	H: 7	I: 11
Molecule: Cc1nccc(-c2cc(-c3ccc(Cl)cc3Cl)no2)n1
  A: 11	B: -2	C: 6	D: 6	E: 2	F: 14	G: 0	H: -13	I: -2
Molecule: COc1ccc2oc(C(=O)OCC(=O)N3CC(C)OC(C)C3)c(C)c2c1 (stereo unspecified)
  A: 2	B: -2	C: 0	D: 2	E: 0	F: 2	G: 2	H: -2	I: 2
Molecule: O=C(NCCCN1CCOCC1)c1ccc(Sc2cccc(Cl)c2)c([N+](=O)[O-])c1
  A: 6	B: -13	C: 6	D: 83*	E: -6	F: 3	G: 47*	H: -15	I: -27
Molecule: COc1ccccc1CN1CC(C(=O)NCCn2nc(C)cc2C)CCC1=O (stereo unspecified)
  A: -3	B: -1	C: 2	D: -18	E: 0	F: 0	G: 1	H: 2	I: 12
Molecule: O=C(CCNC(=O)c1ccccc1Cl)NN=Cc1ccco1
  A: 11	B: -1	C: 1	D: -11	E: 0	F: 0	G: -3	H: 4	I: 9
Molecule: CSc1ccc(C(O)c2ncc(-c3cccc(OCc4ccccc4)c3)[nH]2)cc1 (stereo unspecified)
  A: 6	B: -1	C: -1	D: -17	E: -1	F: 8	G: 0	H: -8	I: 3
Molecule: COC(=O)CN1C(=O)N/C(=C/c2cc(Cl)c(OC)c(OC)c2)C1=O
  A: 11	B: -3	C: 2	D: 19	E: -2	F: 0	G: 5	H: -6	I: -4
Molecule: COc1ccc(N(C(=O)c2snc(C(N)=O)c2N)C(C(=O)NC2CCCC2)c2ccco2)cc1OC (stereo unspecified)
  A: 17	B: -1	C: 2	D: -11	E: -4	F: -1	G: 8	H: 2	I: 13
Molecule: CCOC(=O)c1c(S(=O)(=O)NCC(=O)Nc2cccc(C)c2C)c(C)n(C)c1C
  A: 4	B: -5	C: 7	D: 1	E: -6	F: 1	G: -9	H: 8	I: 2
Molecule: C[C@@H]1CCCCO[C@@H](CN(C)C(=O)c2ccccc2)[C@@H](C)CN([C@H](C)CO)C(=O)c2cc(N(C)C)ccc2O1
  A: 4	B: -3	C: 0	D: 15	E: -2	F: 0	G: -2	H: 2	I: -11
Molecule: CCCC(=O)Nc1ccc(Cl)c(NC(=S)NC(=O)c2cc3ccccc3o2)c1
  A: -5	B: -3	C: 2	D: -7	E: 1	F: 0	G: -6	H: 3	I: 6
Molecule: Oc1ccc(-c2nc3ccccc3s2)c(O)c1
  A: -4	B: -3	C: -1	D: -2	E: 4	F: 1	G: 3	H: 0	I: 4
Molecule: Cc1cc(C)c(NC(=O)c2ccoc2C)c(C)c1
  A: 5	B: -4	C: 4	D: -2	E: -7	F: 0	G: 4	H: -4	I: 0
Molecule: CCn1ncc(/C=C/C(=O)NCc2cnn(C)c2C)c1C
  A: 0	B: -4	C: 5	D: 4	E: -2	F: 2	G: 9	H: -3	I: 0
Molecule: Cc1nn(C(C)C(=O)NCc2ccc(Cl)cc2)c(=O)c2cc3occc3n12 (stereo unspecified)
  A: 7	B: -3	C: -1	D: -17	E: -7	F: 1	G: 1	H: 2	I: 11
Molecule: O=C(NCC1CCOCC1)C1CCC(=O)N(Cc2cccc(C(F)(F)F)c2)C1 (stereo unspecified)
  A: 11	B: -5	C: 3	D: -2	E: -2	F: 1	G: 5	H: -3	I: 0
Molecule: COc1cc2c(cc1OC)CN(C(=O)c1ccc(OC)c([N+](=O)[O-])c1)CC2
  A: 9	B: -3	C: 11	D: -2	E: 6	F: 12	G: -5	H: -8	I: 4
Molecule: CCC(CC)C(=O)Nc1cccc(/C(C)=N/NC(=O)c2ccccc2Cl)c1
  A: -5	B: -5	C: 7	D: -7	E: -8	F: 2	G: -16	H: -11	I: 4
Molecule: O=C1Nc2cc(C(=O)N3CCOCC3)ccc2S/C1=C\c1ccccc1
  A: -1	B: -2	C: 6	D: 14	E: 3	F: 12	G: 1	H: 0	I: -8
Molecule: CCOCCOc1cccc(C(=O)NC(C)c2ccc3ccccc3c2)c1 (stereo unspecified)
  A: 9	B: -3	C: 1	D: -13	E: -1	F: 3	G: -5	H: -5	I: 6
Molecule: C=CCNC(=O)C1(c2ccccc2)CC1(Cl)Cl (stereo unspecified)
  A: -6	B: -6	C: 0	D: 5	E: -3	F: 1	G: -12	H: -2	I: 0
Molecule: CN(CC(=O)Nc1ccccc1Br)C(=O)COc1ccc2ccccc2c1
  A: 0	B: 1	C: 10	D: -4	E: 5	F: 9	G: 2	H: -6	I: 4

Next part (6 carried over from the part before).
Letters – A = M5 antag; B = CHRM1 agonist; C = TAAR1 ag; D = CHRM1 antagonist; E = M5 ag; F = CHRM4 agonist; G = M4 antag; H = CHRM5 PAM; I = M1 PAM
Molecule: COc1cc2c(cc1OC)CN(C(=O)c1ccc(OC)c([N+](=O)[O-])c1)CC2
  A: 9	B: -3	C: 11	D: -2	E: 6	F: 12	G: -5	H: -8	I: 4
Molecule: CCC(CC)C(=O)Nc1cccc(/C(C)=N/NC(=O)c2ccccc2Cl)c1
  A: -5	B: -5	C: 7	D: -7	E: -8	F: 2	G: -16	H: -11	I: 4
Molecule: O=C1Nc2cc(C(=O)N3CCOCC3)ccc2S/C1=C\c1ccccc1
  A: -1	B: -2	C: 6	D: 14	E: 3	F: 12	G: 1	H: 0	I: -8
Molecule: CCOCCOc1cccc(C(=O)NC(C)c2ccc3ccccc3c2)c1 (stereo unspecified)
  A: 9	B: -3	C: 1	D: -13	E: -1	F: 3	G: -5	H: -5	I: 6
Molecule: C=CCNC(=O)C1(c2ccccc2)CC1(Cl)Cl (stereo unspecified)
  A: -6	B: -6	C: 0	D: 5	E: -3	F: 1	G: -12	H: -2	I: 0
Molecule: CN(CC(=O)Nc1ccccc1Br)C(=O)COc1ccc2ccccc2c1
  A: 0	B: 1	C: 10	D: -4	E: 5	F: 9	G: 2	H: -6	I: 4
Molecule: CC(=O)Nc1cccc(-c2nn[nH]n2)c1
  A: 10	B: -3	C: 0	D: -3	E: -4	F: 0	G: 4	H: -3	I: 3
Molecule: COc1ccc(NC(=O)CSc2nc(-c3ccncc3)nn2CC(=O)N2CCCC2)cc1
  A: -6	B: -3	C: 5	D: -9	E: -1	F: 0	G: 18	H: 4	I: 8
Molecule: CCC(=O)N1CCc2cc(S(=O)(=O)N3CCN(c4ccccn4)CC3)ccc21
  A: -5	B: -6	C: 15	D: -10	E: -8	F: 1	G: -6	H: 11	I: 9
Molecule: CCOc1ccc(CCNC(=O)COC(=O)c2ccc[nH]c2=O)cc1OCC
  A: 5	B: -2	C: 0	D: -6	E: 4	F: 0	G: 5	H: 2	I: 12
Molecule: Cc1ccc([C@@H]2CC=C(C(=O)O)CN2S(=O)(=O)c2ccc(C)cc2)cc1
  A: 8	B: -3	C: 1	D: -3	E: 2	F: 2	G: -3	H: -7	I: 2
Molecule: CCn1c(C)nc2cc(C(=O)N/N=C/c3cccc(OC)c3O)ccc21
  A: -9	B: -6	C: 2	D: 0	E: 0	F: 2	G: 10	H: 4	I: 0
Molecule: COCCN(C(=O)C1CC1)c1nnc(-c2ccc(C)cc2)s1
  A: 2	B: -3	C: -1	D: -6	E: -11	F: 0	G: 4	H: 1	I: 7
Molecule: Nn1c(SCC(=O)Nc2ccc(OC(F)F)cc2)nnc(Cc2ccccc2)c1=O
  A: 4	B: -3	C: 1	D: -3	E: -5	F: 1	G: 22	H: -3	I: 6
Molecule: CCOC(=O)N1CCN(Cc2nc3cc(NC(=O)c4ccco4)ccc3n2CC)CC1
  A: 11	B: -3	C: 7	D: 0	E: -2	F: 9	G: -4	H: -7	I: -4
Molecule: O=C1NC[C@H](Cc2ccccc2)N(CC2CCN(CCC34CC5CC(CC(C5)C3)C4)CC2)C1=O
  A: 4	B: -11	C: 0	D: 24	E: -3	F: 0	G: 19	H: -10	I: -15
Molecule: CCOC(=O)c1[nH]c2ccccc2c1NC(=O)CC(C)C
  A: -7	B: 5	C: 0	D: -20	E: 0	F: 2	G: -19	H: -2	I: 20
Molecule: Cc1ccc(O)c(N)c1
  A: -2	B: -2	C: .	D: -3	E: 2	F: 2	G: -3	H: 4	I: 5
Molecule: CC(=O)N1CCN(S(=O)(=O)c2cccc(C(=O)NC3CCCC3)c2)CC1
  A: -9	B: -2	C: 7	D: -8	E: 3	F: 2	G: -12	H: 16	I: 6
Molecule: COc1ccc(/C=C(/C#N)C(=O)Nc2ccccc2C)cc1C(=O)O
  A: 8	B: -4	C: 0	D: -8	E: -3	F: 0	G: 0	H: -8	I: 7
Molecule: COc1cc(OC)cc(C(=O)Nc2ccccc2C(=O)N2CCCC2)c1
  A: -1	B: 2	C: 1	D: -13	E: -3	F: 2	G: 10	H: -2	I: 8
Molecule: COc1cc(C(=S)N2CCOCC2)ccc1OC(=O)c1cc([N+](=O)[O-])cc([N+](=O)[O-])c1
  A: -3	B: -1	C: 1	D: -1	E: 2	F: 0	G: 7	H: 5	I: 6
Molecule: CC1Oc2ccccc2C=C1C1/C(=C(/O)c2ccccc2)C(=O)C(=O)N1CCCN(C)C (stereo unspecified)
  A: -1	B: -3	C: 11	D: -3	E: 1	F: 4	G: 4	H: 3	I: 6
Molecule: CSc1ncccc1C(=O)OCc1cccc([N+](=O)[O-])c1
  A: 6	B: -6	C: -3	D: 2	E: -3	F: 16	G: -13	H: -11	I: -3
Molecule: O=C(Nc1cccc(C(F)(F)F)c1)c1cccnc1NCCc1ccccc1
  A: 8	B: -5	C: 7	D: -7	E: -2	F: 0	G: 4	H: -7	I: -2
Molecule: O=C1NCCCC1C(=O)Nc1ccccc1C(F)(F)F (stereo unspecified)
  A: 1	B: -2	C: 2	D: -2	E: 0	F: 1	G: 12	H: 6	I: 7
Molecule: COc1ccc(-n2nc(C(=O)NCC(=O)NCCCN3CCOCC3)c3ccccc3c2=O)cc1
  A: 2	B: -14	C: 0	D: -5	E: -2	F: 0	G: -5	H: -1	I: 1
Molecule: Cc1cccc(N2CCN(C(=O)c3cccs3)CC2)c1C
  A: 5	B: -4	C: -1	D: -12	E: 0	F: 0	G: 6	H: -1	I: 5
Molecule: CC1(c2ccccc2)NC(=S)N2C1NC(=S)N2c1ccccc1 (stereo unspecified)
  A: 3	B: -1	C: 6	D: -25	E: 2	F: 1	G: 1	H: 2	I: 12

A portion of the library (hit frequency here may not be typical).
